# Vif-APOBEC3F blk – blocks the Vif interaction with APOBEC3F | HeLa A3F-eYFP + Vif (tagged APOBEC3F with the HIV-1 protein that degrades it), YFP fluorescence increase | Potency, µM (highest dose often 46.1 µM), without a hit: top-dose activity, negative = active | hit rate 0.2% among 390,000; also: potency is read from the fitted curve at half-maximal effect; % of control where 0% means no effect; nearly all actives have a fitted effect of over 65% in size
#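 HeLa cells stably expressing Vif plus C-terminally eYFP-tagged A3F were seeded, incubated overnight at 37 deg C, dosed with compound, incubated overnight again at 37 deg C. Yellow fluorescence (Ex 488/Em 500-530) reported blocked Vif-mediated A3F-eYFP degradation.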
# LDHA block – LDHA (human) enzyme inhibition | purified LDHA, NADH/diaphorase-resazurin fluorescence; stronger effect = lower value | activity change, % (values are at about 110 or 230 µM) | hit rate 0.15% among 480,000 | AID 1347041; in the data active = activity change below about -30%; inconclusive = mostly about -25% to -30%;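 also: plate controls were DMSO wells for no effect and wells without enzyme for full effect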
#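 Resorufin fluorescence (ex540/em590), read at 0 and 20 min after diaphorase/resazurin addition, reports the NADH left after a 5 min room-temperature reaction of 2 nM human LDH5 with 0.06 mM NADH and 0.2 mM pyruvate.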
# Vif-APOBEC3G blk – Vif-A3G binding inhibition. AID 602310. HeLa A3G-eYFP + Vif (tagged APOBEC3G with the HIV-1 protein that degrades it), YFP fluorescence, overnight. hit rate 0.076% among 410,000. Q9HC16. Potency, µM (doses to about 46.1 µM), without a hit: top-dose activity, negative = active, hits mostly inhibitors;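 also: potency is read from the fitted curve at half-maximal effect; % is scaled to controls: 0 for no effect and ±100 for the full control effect; nearly all actives have a fitted effect of over 60% in size; hits raise eYFP signal because A3G escapes Vif-driven loss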
#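 HeLa cells stably expressing Vif and C-terminally eYFP-tagged A3G, seeded overnight at 37 deg C, then exposed to compound by pintool overnight at 37 deg C. Rise in yellow fluorescence (Ex 488/Em 500-530, Acumen) marks blocked Vif-driven A3G degradation.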
# rTrxR1 inhibitor – rat TrxR1 inhibition. O89049. recombinant rTrxR1, NADPH fluorescence consumption, selenite substrate. Potency, µM (titrated, usually from 114 µM), without a hit: at the top dose activity change, negative = inhibition, most hits filed as inhibitors. hit rate 1% among 390,000. AID 588453; also: potency is read from the fitted curve at half-maximal effect; % is scaled to controls: 0 for no effect and ±100 for the full control effect; nearly all actives have a fitted effect of over 65% in size
# Target sequence (O89049 whole entry, looked up): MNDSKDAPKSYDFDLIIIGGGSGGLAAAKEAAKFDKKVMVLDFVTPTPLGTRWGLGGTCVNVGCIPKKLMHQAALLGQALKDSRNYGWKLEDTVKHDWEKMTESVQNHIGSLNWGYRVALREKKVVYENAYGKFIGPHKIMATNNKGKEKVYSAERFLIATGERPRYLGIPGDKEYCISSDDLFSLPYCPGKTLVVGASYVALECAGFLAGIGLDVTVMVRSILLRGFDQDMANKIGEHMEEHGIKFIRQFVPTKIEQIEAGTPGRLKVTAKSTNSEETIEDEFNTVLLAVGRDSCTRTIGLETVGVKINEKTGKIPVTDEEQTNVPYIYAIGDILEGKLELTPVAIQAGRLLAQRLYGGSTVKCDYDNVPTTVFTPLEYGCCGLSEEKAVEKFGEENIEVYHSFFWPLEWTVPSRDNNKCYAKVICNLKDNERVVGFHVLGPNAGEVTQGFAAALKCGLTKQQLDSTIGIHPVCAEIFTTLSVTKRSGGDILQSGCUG
#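 Rat TrxR1 (90 nM in the dispensed reagent) was pre-reduced with 400 uM NADPH for 5 min at room temperature, then incubated with compound for 15 min. After 400 uM selenite was added, NADPH fluorescence (Ex 340/Em 450 nm) was followed for 8 min.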
# USP1-UAF1 inh – blocks the human USP1/UAF1 deubiquitinase complex. O94782. recombinant USP1/UAF1, Ub-Rhodamine cleavage fluorescence. Potency, µM (highest dose often 57.1 µM), for inactives: at the top dose activity change, negative = inhibition, usual class: inhibitors. hit rate 0.23% among 390,000. AID 743255; also: potency is read from the fitted curve at half-maximal effect; % is scaled to controls: 0 for no effect and ±100 for the full control effect; nearly all actives have a fitted effect of over 60% in size; inactives centre near -12
#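 USP1/UAF1 complex at 1 nM was preincubated with compound for 15 min at room temperature, then Ub-Rho substrate (150nM final) was added. Fluorescence (480/540 nm) was read kinetically, 6 reads every 60 seconds.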
# Glioma ERSR ind – induces the endoplasmic reticulum stress response in human glioma cells | U87-MG GRP78 promoter luciferase reporter, 16 h | hit rate 0.02% among 420,000 | Potency, µM, for inactives: top-dose activation, actives largely listed as activators; also: potency is read from the fitted curve at half-maximal effect; series mostly up to about 76 µM; % of control where 0% means no effect; nearly all actives have a fitted effect of over 35% in size
#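 Stably transfected U87-MG glioma cells carrying a GRP78-based luciferase sensor; 16 h compound incubation. Luminescence end-point read 10 min after Bright-Glo addition at room temperature.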
# mIDH1 inhibitor – inhibitors of human mutant IDH1 R132H. Potency, µM (series often up to 76.6 µM), without a hit: at the top dose activity change, negative = inhibition, usual class: inhibitors. IDH1-R132H enzyme, NADPH consumption, diaphorase/resazurin fluorescence. hit rate 0.093% among 390,000; also: potency is read from the fitted curve at half-maximal effect; % is scaled to controls: 0 for no effect and ±100 for the full control effect; nearly all actives have a fitted effect of over 65% in size
# Target sequence (O75874 whole entry R132H, stated change not applied): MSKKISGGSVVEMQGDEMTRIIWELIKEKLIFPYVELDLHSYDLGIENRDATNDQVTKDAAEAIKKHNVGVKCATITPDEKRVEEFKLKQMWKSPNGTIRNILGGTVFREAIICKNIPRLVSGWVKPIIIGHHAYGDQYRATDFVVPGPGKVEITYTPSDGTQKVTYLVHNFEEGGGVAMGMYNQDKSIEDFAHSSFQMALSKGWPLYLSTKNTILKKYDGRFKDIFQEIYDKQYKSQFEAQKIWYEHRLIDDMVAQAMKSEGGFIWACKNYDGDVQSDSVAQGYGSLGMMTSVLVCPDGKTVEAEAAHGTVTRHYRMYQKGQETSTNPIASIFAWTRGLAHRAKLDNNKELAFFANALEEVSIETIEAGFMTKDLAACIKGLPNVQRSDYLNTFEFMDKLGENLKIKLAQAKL
#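 IDH1-R132H (0.5 ug/mL dispensed) in pH 7.5 Tris buffer was preincubated 30 min with compound, then given a substrate mix of 0.016 mM NADPH and 2 mM alpha-KG for 80 min at room temperature; remaining NADPH was read by diaphorase/resazurin fluorescence.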
# TrxR1 substrate – rat thioredoxin reductase 1 substrate activity; Potency, µM (doses to about 114 µM), for inactives: top-dose activity change, negative = substrate turnover; hit rate 0.01% among 390,000; purified TrxR1 substrate turnover, NADPH consumption readout; also: potency is read from the fitted curve at half-maximal effect; % is scaled to controls: 0 for no effect and ±100 for the full control effect; nearly all actives have a fitted effect of over 50% in size
#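 Rat TrxR1, dispensed at 90 nM, was prereduced with 400 uM NADPH (final) for 5 min at ~22 deg C, then incubated with compound 15 min before 400 uM selenite. A first-read NADPH fluorescence drop versus no-compound background flagged substrates.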
# RGS4 inh – blocks human RGS4-accelerated GTP hydrolysis; P49798; Transcreener GDP fluorescence polarization, RGS4-accelerated GTP hydrolysis; Potency, µM (top dose mostly 114 µM), without a hit: at the top dose activity change, negative = inhibition, most hits filed as inhibitors; hit rate 0.039% among 390,000; AID 504845; also: potency is read from the fitted curve at half-maximal effect; % is scaled to controls: 0 for no effect and ±100 for the full control effect; nearly all actives have a fitted effect of over 75% in size; some results filed as inactive show a strong effect at the top dose
# Target sequence (P49798 whole entry, looked up): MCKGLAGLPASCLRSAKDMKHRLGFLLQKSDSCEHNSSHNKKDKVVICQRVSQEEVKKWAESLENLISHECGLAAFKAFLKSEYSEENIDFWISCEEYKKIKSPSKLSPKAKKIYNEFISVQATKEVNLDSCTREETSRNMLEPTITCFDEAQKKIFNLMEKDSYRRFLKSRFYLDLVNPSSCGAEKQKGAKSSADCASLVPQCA
#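 MLSMR compounds (23 nl, pin-transferred) preincubated 10 min at room temperature with a 500nM (2x) first reagent, then RGS4 at 900nM (2x) plus Transcreener GDP mix added; fluorescence polarization (620/688 nm) read before and after 90 min at 30 °C.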
# Numbers without * were called inactive; ? = inconclusive; & = joins results of further samples; [ ] = another dose, or the depositor's remark. Unless noted, calls follow the shape of the dose curve; as a rule, active = well fitted curve in the direction sought with a large enough effect; inconclusive = small, poorly fitted or top-dose-only effect, or another doubt; inactive = no such curve, though single readings can be large; an effect the other way counts as inactive or inconclusive. An excerpt. The share of hits here may be higher or lower than overall.
cpd	canonical_smiles	Vif-APOBEC3G blk	mIDH1 inhibitor	TrxR1 substrate	LDHA block	rTrxR1 inhibitor
1	O=C(C[N+]12CCC(CC1)C(CO)C2)c1ccc(Br)cc1 (stereo unspecified)	2%	-3%	-8%	-4	-8%
2	Cc1c(Cc2ccccc2)c(=O)oc2cc(OCc3ccc(C(=O)O)cc3)ccc12	-1%	-7%	80%[activator][57.1 µM]	-5	-41%
3	CC12CN3C(O)C(C)(C1)CC(C)(C2)C3O (stereo unspecified)	2%	10%	8%	-12	8%
4	Cc1ccc(C)c(NP(=O)(Oc2ccccc2)Oc2ccccc2)c1	-1%	-1%	-5%	3	14%
5	O=C(c1cccs1)C1CN2CCC1CC2 (stereo unspecified)	0%	12%	8%	-5	8%[57.1 µM]
6	Nc1cc(N2CCNCC2)ccc1[N+](=O)[O-]	-2%	0%	4%	-3	9%
7	CC12CN3CC(C)(CN(C1)P3(=O)Oc1ccccc1)C2=O (stereo unspecified)	2%	1%	-1%	2	-1%
8	O=[N+]([O-])c1cc2c(cc1CNCCc1ccc3c(c1)OCO3)OCO2	-1%	-1%	-10%	0	?
9	O=P(NS(=O)(=O)c1ccc(Cl)cc1)(Oc1ccccc1)Oc1ccccc1	2%	-12%	5%	-9	2%
10	COCCNC(=O)Cn1cc(/C=C2\C(=O)NC(=O)N(c3ccccc3F)C2=O)c2ccccc21	0%	0%	-15%	-1	-28%
11	Cc1cc(N2C(=O)CC(N3CCC(n4c(=O)[nH]c5ccccc54)CC3)C2=O)no1 (stereo unspecified)	0%	-1%	9%[57.1 µM]	-3	-8%[57.1 µM]
12	CC(C)C12CN3CCN(CC(C3)/C1=N\O)C2	1%	3%	-1%[57.1 µM]	-4	-11%[57.1 µM]

cpd	RGS4 inh	USP1-UAF1 inh	Vif-APOBEC3F blk	Glioma ERSR ind
1	-11%	-11%	-6%	-4%
2	-31%	-5%	0%	0%
3	23%	-7%	-6%	-2%
4	21%	-14%	-1%	-1%
5	25%	-15%	0%	0%
6	-1%	-9%	-6%	-4%
7	-21%	2%	-7%	-4%
8	-3%	-3%	-3%	-3%
9	14%	0%	-4%	0%
10	?	?	-20%	-4%
11	-30%[11.4 µM]	-1%	-12%	-5%
12	-7%	3%	-7%	0%

# Additional compounds.
cpd	canonical_smiles	Vif-APOBEC3G blk	mIDH1 inhibitor	TrxR1 substrate	LDHA block	rTrxR1 inhibitor
13	O=[N+]([O-])c1ccc(N2CCCC2)c(F)c1Br	1%	2%	1%	-1	12%
14	COC(=O)C1=C(c2ccc(S(C)(=O)=O)cc2)C[C@@H]2CC[C@H]1N2C(=O)NC1CC1	-5%	-20%	-2%	-14	5%
15	O=[N+]([O-])c1ccc(N2CCCCCC2)c2ncccc12	3%	1%	-8%	-13	-4%
16	COC(=O)C1=C(c2ccc(F)cc2OCc2ccccc2)C[C@@H]2CC[C@H]1N2C(=O)NCc1ccccc1OC	-1%	-1%[38.3 µM]	-2%	1	19%
17	CCOc1ccc2nc(NC(=O)c3cccn(Cc4ccc(C)cc4)c3=O)sc2c1	2%	6%	3%[57.1 µM]	-9	24%[57.1 µM]
18	O=c1[nH]c(=O)n(C2CCCCC2)c(O)c1C=Nc1ccc(N2CCOCC2)cc1	0%	8%	-5%	7	1%
19	c1ccc(CCNCc2ccccc2)cc1	2%	0%	-7%	-7	-9%
20	C[N+]1(CC2COC(c3ccco3)O2)CCCCC1 (stereo unspecified)	1%	-2%	5%[57.1 µM]	-14	16%[57.1 µM]
21	COP(=S)(OC)SCN1C(=O)c2ccccc2C1=O	0%	-1%	-2%	-8	56%[activator]
22	C=CCC1(CCCCC)C(=O)NC(=S)NC1=O	1%	0%	11%[57.1 µM]	-11	7%[11.4 µM]
23	CCN1CCC2(CC1)NC(=O)c1ccccc1O2	5%	11%	2%	2	2%
24	CCOc1ccc(N=Cc2c(O)n(-c3ccc(C)c(C)c3)c(=O)[nH]c2=O)cc1	-5%	5%	-13%[57.1 µM]	7	21%[57.1 µM]

cpd	RGS4 inh	USP1-UAF1 inh	Vif-APOBEC3F blk	Glioma ERSR ind
13	-9%	-20%	-2%	-3%
14	-20%	-8%	0%	-2%
15	9%[11.4 µM]	?	9%	-2%
16	-1%	?	3%	-5%
17	2%	-2%	6%	-2%
18	-4%	-27%	6%	-4%
19	-16%	-9%	5%	1%
20	36%	-23%	18%	6%
21	?	10%	-1%	-5%&-3%
22	6%	-13%	-3%	-2%
23	2%	-6%	1%	-3%
24	-12%	-5%	-7%	-4%

# The list continues:
cpd	canonical_smiles	Vif-APOBEC3G blk	mIDH1 inhibitor	TrxR1 substrate	LDHA block	rTrxR1 inhibitor
25	O=C1/C(=C\c2cccnc2)N2CCC1CC2	4%	9%	4%[57.1 µM]	-5	11%[57.1 µM]
26	COc1ccc2c(c1)-c1nc(NC(=O)c3ccc(Cl)cc3)sc1CC2	-2%	18%	31%[activator]	11	-4%
27	COc1ccc(CCNCc2ccsc2)cc1OC	1%	-1%	4%	0	-11%
28	C=CCn1c(O)c(C(CC)=NCCN2CCN(C(=S)NC)CC2)c(=O)[nH]c1=O	1%	9%	-1%	-3	5%
29	COc1ccccc1CNC(=O)C(NS(=O)(=O)c1ccc2c(c1)oc(=O)n2C)C(C)C (stereo unspecified)	-4%	2%	-1%	-4	6%
30	CC(C)n1c(/C=C/[C@@H](O)C[C@@H](O)CC(=O)O)c(-c2ccc(F)cc2)c2ccccc21	?	-5%	4%	-6	13%
31	COP(=O)(OC)C(NC(=O)C(C)(C)C)=C(Cl)Cl	1%	4%	-2%	-1	-10%
32	CN(C)C(=O)Oc1ccc2ccccc2c1Cl	-12%	6%	-2%	2	-4%
33	COc1cccc(C(=O)C2CN(C)CC2c2ccc(Cl)cc2)c1 (stereo unspecified)	2%	4%	13%[57.1 µM]	-6	11%[57.1 µM]
34	CCCCP(=O)(O)CCC(=O)O	-4%	8%	-3%	-3	8%
35	CCC1(c2ccc(N)cc2)CCC(=O)NC1=O (stereo unspecified)	-2%	4%	-3%[57.1 µM]	-3	7%[57.1 µM]
36	O=C(N/N=C/c1c(O)n(CCC2=CCCCC2)c(=O)[nH]c1=O)c1ccccc1	0%	3%	-16%	-2	-32%

cpd	RGS4 inh	USP1-UAF1 inh	Vif-APOBEC3F blk	Glioma ERSR ind
25	13%	1%	-11%	-2%
26	-34%	-15%	-6%	-4%
27	-10%	-9%	12%	-5%
28	-4%	-19%	8%	13%
29	-6%	?	-4%	0%
30	10%	?	-3%	-2%
31	0%	-13%	3%	-3%
32	-9%	-12%	-5%	1%
33	3%	-4%	19%	-4%
34	3%	-19%	5%	-4%
35	8%[56.9 µM]	-20%	-6%	1%&-1%&-5%
36	-15%	1%	1%	1%

# The list goes on.
cpd	canonical_smiles	Vif-APOBEC3G blk	mIDH1 inhibitor	TrxR1 substrate	LDHA block	rTrxR1 inhibitor
37	CCOc1ccc(Cl)cc1CNCCc1ccccc1F	0%	-3%	2%	-10	17%
38	OCC12COC3c4ccccc4C(OC1)N32 (stereo unspecified)	5%	0%	-8%	1	-8%
39	CCCCOCCCn1c(N)c(C(=O)OC(C)COC)c2nc3ccccc3nc21 (stereo unspecified)	0%	11%	336%[activator]	4	?
40	O=C(NCc1ccc(C(=O)N2CCC3(CC2)OCCO3)cc1)c1cccc(Br)c1	0%	3%	5%[2.29 µM]	-7	2%[2.29 µM]

cpd	RGS4 inh	USP1-UAF1 inh	Vif-APOBEC3F blk	Glioma ERSR ind
37	25%	-11%	-2%	-5%
38	25%	-2%	-6%	-7%
39	-37%	-20%	-9%	-6%
40	2%	-10%	-1%	-3%

# In the list so far, these have four or more nitrogen atoms:
cpd	canonical_smiles	Vif-APOBEC3G blk	mIDH1 inhibitor	TrxR1 substrate	LDHA block	rTrxR1 inhibitor
6	Nc1cc(N2CCNCC2)ccc1[N+](=O)[O-]	-2%	0%	4%	-3	9%
10	COCCNC(=O)Cn1cc(/C=C2\C(=O)NC(=O)N(c3ccccc3F)C2=O)c2ccccc21	0%	0%	-15%	-1	-28%
11	Cc1cc(N2C(=O)CC(N3CCC(n4c(=O)[nH]c5ccccc54)CC3)C2=O)no1 (stereo unspecified)	0%	-1%	9%[57.1 µM]	-3	-8%[57.1 µM]
18	O=c1[nH]c(=O)n(C2CCCCC2)c(O)c1C=Nc1ccc(N2CCOCC2)cc1	0%	8%	-5%	7	1%
28	C=CCn1c(O)c(C(CC)=NCCN2CCN(C(=S)NC)CC2)c(=O)[nH]c1=O	1%	9%	-1%	-3	5%
36	O=C(N/N=C/c1c(O)n(CCC2=CCCCC2)c(=O)[nH]c1=O)c1ccccc1	0%	3%	-16%	-2	-32%
39	CCCCOCCCn1c(N)c(C(=O)OC(C)COC)c2nc3ccccc3nc21 (stereo unspecified)	0%	11%	336%[activator]	4	?

cpd	RGS4 inh	USP1-UAF1 inh	Vif-APOBEC3F blk	Glioma ERSR ind
6	-1%	-9%	-6%	-4%
10	?	?	-20%	-4%
11	-30%[11.4 µM]	-1%	-12%	-5%
18	-4%	-27%	6%	-4%
28	-4%	-19%	8%	13%
36	-15%	1%	1%	1%
39	-37%	-20%	-9%	-6%

# Screens as filed in PubChem.
